Source: PubChem BioAssay (National Center for Advancing Translational Sciences (NCATS))
Epigenetic reg – Quantitative High-Throughput Screen for Regulators of Epigenetic Control | Potency, µM (series often up to 53.9 µM), for inactives: at the top dose GFP activation, actives largely listed as activators | murine LDR cells, GFP reporter derepression, 30 h | actives 0.2% (n = 280,000); further: % of control where 0% means no effect; nearly all actives have a fitted effect of over 60% in size
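Murine LDR cells carrying a silenced, genomically integrated CMV-driven GFP reporter were exposed to compound for 30 hours at 37 C. After PBS washes, GFP-positive cells (20–120 um objects) were counted by laser-scanning microplate cytometry.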
GAA glycogen – qHTS Assay for Inhibitors and Activators of Human alpha-Glucosidase Cleavage of Glycogen; AID 2100, 2009; Lysosomal alpha-glucosidase (Homo sapiens), P10253; Potency, µM (series often up to 76.4 µM), for inactives: top-dose activity change, negative = inhibition, usual class: inhibitors; recombinant GAA, glycogen substrate, Amplex Red glucose oxidase fluorescence; actives 0.38% (n = 300,000);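 further: 0% = full enzyme reaction and -100% = no-enzyme basal signal; the screen sought inhibitors and activators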
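Recombinant enzyme (4 nM final) with compounds titrated up to 77 uM and bovine liver glycogen (30 ug) in citrate pH 5.0, 0.01% Tween-20, 37 C 40 min. Released glucose detected by Amplex Red/glucose oxidase (Ex 573/Em 610); AC50 from Hill fits.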
GAA inh – qHTS Assay for Inhibitors of Human alpha-Glucosidase as a Potential Chaperone Treatment of Pompe Disease; actives 0.005% (n = 200,000); Potency, µM (top dose mostly 76.9 µM), for the others: at the top dose activity change, negative = inhibition, actives largely listed as inhibitors; purified human GAA, 4-MU-alpha-glucoside fluorescence; Lysosomal alpha-glucosidase (Homo sapiens), P10253;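 further: plate controls were uninhibited enzyme wells for no effect and no-enzyme background for full effect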
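AC50 values come from Hill fits of compound titrations (up to 77 uM) against 4 nM human enzyme. Substrate 4-methylumbelliferyl-alpha-D-pyranoside at 400 uM, pH 5.0 citrate buffer, 20 min room temperature; fluorescence Ex 365/Em 440 after alkaline stop.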
ALDH1A1 inh – qHTS Assay for Inhibitors of Aldehyde Dehydrogenase 1 (ALDH1A1) | Aldehyde dehydrogenase 1A1 (Homo sapiens), P00352 | Purified ALDH1A1, NADH fluorescence, propionaldehyde substrate | Potency, µM (top dose mostly 75.3 µM), for the others: top-dose activity, negative = inhibition, most hits filed as inhibitors | actives 7.3% (n = 220,000) | AID 1030, 2008; active means well fitted inhibition curve with a large enough effect, not every such curve was filed as active; inconclusive means small, poorly fitted or top-dose-only effect, or another doubt; inactive means no such curve, though single readings can be large or run the other way;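 further: plate controls were no enzyme wells and a reference inhibitor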
Target sequence (P00352 whole entry, looked up): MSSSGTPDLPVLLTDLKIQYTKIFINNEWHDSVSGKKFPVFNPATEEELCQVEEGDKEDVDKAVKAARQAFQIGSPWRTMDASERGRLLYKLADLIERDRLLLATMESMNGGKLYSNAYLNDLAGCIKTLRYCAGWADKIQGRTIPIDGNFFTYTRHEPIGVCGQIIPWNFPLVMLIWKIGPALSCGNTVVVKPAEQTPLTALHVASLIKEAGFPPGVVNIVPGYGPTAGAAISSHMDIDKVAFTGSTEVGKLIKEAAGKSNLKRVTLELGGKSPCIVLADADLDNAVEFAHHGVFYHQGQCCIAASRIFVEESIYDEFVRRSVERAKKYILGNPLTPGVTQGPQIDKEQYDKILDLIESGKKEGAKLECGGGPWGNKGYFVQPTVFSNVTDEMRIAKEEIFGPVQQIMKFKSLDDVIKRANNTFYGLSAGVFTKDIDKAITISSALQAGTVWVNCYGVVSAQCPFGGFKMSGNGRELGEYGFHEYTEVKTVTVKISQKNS
Tau fluor cs – Counterscreen qHTS for Inhibitors of Tau Fibril Formation, Fluorescence Polarization. tau K18 P301L (four-repeat tau fragment) Alexa594 fluorescence, heparin fibrillization. Potency, µM (top dose mostly 57.7 µM), for the others: at the highest dose activity change, negative = decrease. actives 0.93% (n = 280,000); further: on the % scale 0 is the no-effect control and ±100 the full control effect; nearly all actives have a fitted effect of over 55% in size
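Human K18 P301L tau (15 uM unlabeled plus 0.24 uM Alexa 594-labeled, final) in 100 mM sodium acetate pH 7 was mixed with compound and 20 uM heparin and incubated 6 hr at 37 C.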
GAA spleen mod – qHTS Assay for Inhibitors and Activators of Human alpha-Glucosidase From Spleen Homogenate; Lysosomal alpha-glucosidase (Homo sapiens), P10253; human spleen homogenate, 4-MU-alpha-glucoside fluorescence; Potency, µM (top dose mostly 79.9 µM), inactives show top-dose activity change, negative = inhibition, actives largely listed as inhibitors; actives 0.006% (n = 240,000);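 further: 0% = enzyme with vehicle and -100% = no enzyme basal signal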
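Human spleen homogenate (1 ug) incubated with compounds and 1 mM 4-methylumbelliferyl-alpha-D-glucopyranoside in pH 5.0 citrate/phosphate buffer, 37 C, 40 min. Stopped at pH 10; 4-MU fluorescence (Ex 365/Em 440 nm); AC50 by Hill fit.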
NPSR antagonist – qHTS Assay for Antagonists of the Neuropeptide S Receptor: cAMP Signal Transduction. Q6W5P4. CHO-NPSR cells, cAMP TR-FRET, antagonist mode. Potency, µM (highest dose often 38.3 µM), without a hit: at the highest dose activity change, negative = inhibition, usual class: inhibitors. actives 1% (n = 220,000). AID 1461, 2008; further: on the % scale 0 is the no-effect control and ±100 the full control effect; nearly all actives have a fitted effect of over 50% in size; many of its hits are not listed in these tables
aGal spleen mod – qHTS Assay for Inhibitors and Activators of Human alpha-Galactosidase From Spleen Homogenate | human spleen homogenate, 4MU-alpha-Gal fluorescence, 40 min | Potency, µM (series often up to 80 µM), for inactives: at the top dose activity change, negative = inhibition, hits mostly inhibitors | actives 0.008% (n = 240,000) | AID 2107, 2009;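 further: 0% = enzyme with vehicle and -100% = no enzyme basal signal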
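Human spleen homogenate (1 ug) was the enzyme source, with 4-methylumbelliferyl-alpha-D-galactopyranoside (1 mM final) in pH 5.0 citrate buffer with 0.01% Tween-20. Compounds were titrated; after 40 min at 37C, NaOH/glycine stop, 4-MU fluorescence read; AC50 from Hill fits.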
Starred values were filed as active, the others as inactive; ? = inconclusive; / = not tested or not shown; [ ] = another dose, or the depositor's remark. Unless noted, the call rests on the fitted dose curve; in most records, active means well fitted curve in the direction sought with a large enough effect; inconclusive means small, poorly fitted or top-dose-only effect, or another doubt; inactive means no such curve, though single readings can be large; an effect the other way counts as inactive or inconclusive. Potency means the concentration at half of the fitted maximal effect. Only part of the results is shown; the hit share may differ from the screen's.

compound,Epigenetic reg,GAA glycogen,GAA inh,ALDH1A1 inh,Tau fluor cs,GAA spleen mod,NPSR antagonist,aGal spleen mod
COc1ccc(NC(=O)C2CCN(C(=O)NCc3ccccc3)CC2)cc1,0.7%,6%,1%,5%,4%,-6%,5%[46.1 µM],?
C=CCN(CC=C)C(=S)Nc1ccccc1,-3.4%,0%,-4%,-6%,-3%,1%,-3%[46.1 µM],0%
CC(C)CC(=O)NC(NC(=S)Nc1cccc2cccnc12)C(Cl)(Cl)Cl (configuration not stated),-1.1%,-7%,?,-10%,?,1%,?,5%
Cn1nc(-c2ccc(OCC(=O)Nc3cccnc3)cc2)c2ccccc2c1=O,0.0%,-1%,-3%,12%,-14%,-5%,-22%[46.1 µM],2%
Cc1sc2nc(CSCC(=O)NC(C)(C)C)[nH]c(=O)c2c1C,-3.2%,11%,-7%,?,1%,-3%,-5%,-7%
OCCC1CN(Cc2ccc3nsnc3c2)CCN1CCc1ccccc1 (configuration not stated),-2.9%,-2%,-9%,-1%,-9%,6%,1%,8%
CC1SC(c2cccc(Cl)c2)NC1=O (configuration not stated),-1.0%,-28%,-5%,11µM*,-10%,-7%,0%[46.1 µM],-1%
CCn1c(SC/C=C/c2ccccc2)nnc1-c1cccs1,-1.1%,3%,-5%,?,-7%,-1%,-8%[46.1 µM],7%
CC(C)c1onc(C(=O)N2CCN(Cc3ccccc3)CC2)c1[N+](=O)[O-],1.0%,15%,?,2.5µM*,-2%,2%,14%,-6%
CN(Cc1ccccc1)Cc1ccccc1F,-1.0%,6%,-14%,?,4%,-3%,-9%[46.1 µM],0%
Cc1ccc(NC(=O)CN(C)CC(=O)Nc2ccc(F)c(F)c2F)c(Cl)c1,-0.1%,1%,1%,-3%,-13%,-20%,-11%,-3%
CCSc1nnc(NC(=O)CSC2=NN3CCCC(=O)N=C3S2)s1,-2.7%,1%,11%,1%,-2%,1%,-2%,5%
CCN(CC)CCNC(C(=O)Nc1ccc([N+](=O)[O-])cc1Br)c1ccccc1 (configuration not stated),0.0%,6%,-4%,-10%,-1%,-8%,10%,-5%
CN1CCN(C(=O)/C=C/c2ccc3c(c2)OCO3)CC1,-1.9%,4%,5%,0%,-14%,-3%,14%,0%
CCOC(=O)CN1C(=O)SC(CC(=O)Nc2nccs2)C1=O (configuration not stated),-0.2%,-5%,-1%,?,-11%,3%,-4%[46.1 µM],-6%
CCOC(=O)C1C(=O)NC(N2CCN(c3ccccc3)CC2)=NC1c1ccco1 (configuration not stated),0.0%,0%,-6%,0%,-6%,-7%,4%[46.1 µM],2%
COc1cccc(NC(=O)Cc2ccc(C)cc2)c1,-0.2%,9%,-5%,1%,-12%,1%,0%[46.1 µM],5%
CC(C1CC1)N(C(=O)NC1CCS(=O)(=O)C1)c1ccccc1 (configuration not stated),-0.7%,11%,3%,13%,-3%,0%,7%[46.1 µM],7%
CCSc1cnn(-c2ccccc2)c(=O)c1SCC,2.8%,4%,-5%,?,-9%,3%,13µM*,3%
Cc1cc(-c2nnc(CCC(=O)NC(Cc3ccccc3)c3ccccc3)o2)no1 (configuration not stated),0.9%,9%,-1%,?,-9%,5%,10%,-1%

In another format: results already given.
Below each compound: Epigenetic reg | GAA glycogen | GAA inh | ALDH1A1 inh | Tau fluor cs | GAA spleen mod | NPSR antagonist | aGal spleen mod
> CCSc1cnn(-c2ccccc2)c(=O)c1SCC
→ 2.8% | 4% | -5% | ? | -9% | 3% | 13µM* | 3%
> CN(Cc1ccccc1)Cc1ccccc1F
→ -1.0% | 6% | -14% | ? | 4% | -3% | -9%[46.1 µM] | 0%
> COc1ccc(NC(=O)C2CCN(C(=O)NCc3ccccc3)CC2)cc1
→ 0.7% | 6% | 1% | 5% | 4% | -6% | 5%[46.1 µM] | ?

In the list so far, 2 have fluorine.
compound,Epigenetic reg,GAA glycogen,GAA inh,ALDH1A1 inh,Tau fluor cs,GAA spleen mod,NPSR antagonist,aGal spleen mod
CN(Cc1ccccc1)Cc1ccccc1F,-1.0%,6%,-14%,?,4%,-3%,-9%[46.1 µM],0%
Cc1ccc(NC(=O)CN(C)CC(=O)Nc2ccc(F)c(F)c2F)c(Cl)c1,-0.1%,1%,1%,-3%,-13%,-20%,-11%,-3%

Next records
compound,Epigenetic reg,GAA glycogen,GAA inh,ALDH1A1 inh,Tau fluor cs,GAA spleen mod,NPSR antagonist,aGal spleen mod
Cn1c2c(c(=O)n(C)c1=O)C(NS(=O)(=O)c1ccc(Cl)cc1)(C(F)(F)F)C(=O)N2 (configuration not stated),-1.0%,-5%,-7%,-1%,-5%,-14%,-12%[46.1 µM],-5%
CC(C)c1ccc(NC(=O)Nc2cc3sccc3n2C)cc1,-1.6%,-12%,-7%,-15%,?,-2%,-11%[46.1 µM],6%
CCC(CC)NC(=O)Nc1ccc(C)cc1,-2.4%,-5%,/,/,-14%,0%,6%,10%
OCCNc1nc(-c2ccccc2)nc2ccccc12,1.1%,1%,6%,1%,-13%,1%,-1%,5%
COc1ccc(C(=O)OCC(N)=O)cc1[N+](=O)[O-],-1.9%,-9%,5%,-1%,9%,-5%,18%,0%
CCOC(=O)C(NC(C)=O)C(=O)Nc1ccc(C(C)(C)C)cc1 (configuration not stated),-0.2%,-10%,1%,2%,9%,0%,16%,5%
CCN(CC)C(=O)CSc1nc2cc3c(cc2c(=O)n1Cc1ccc(OC)cc1)OCO3,6.6%,-3%,6%,-12%,-4%,-4%,-60%,-4%
CC(CC(=O)O)Nc1ccccc1O (configuration not stated),-5.1%,?,8%,-4%,-8%,3%,10%,3%
Cn1c(SCc2cccnc2)nnc1-c1c[nH]c2ccccc12,0.3%,-15%,0%,0%,-5%,2%,5%[46.1 µM],4%
